Screening data from PubChem BioAssay.
Rv3671c protease: Rv3671c serine protease inhibitors, primary screen, biochemical, fluorescence polarization, M. tuberculosis H37Rv; inhibition, % at 5.96 µM; P9WHR9; actives 0.048% (n = 320,000); in the data active = inhibition above about 38%;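 note: extracellular domain of Rv3671c used as enzyme; 0% = enzyme with DMSO and 100% = no enzyme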
Target sequence (P9WHR9 whole entry, looked up, the tested form may be a part): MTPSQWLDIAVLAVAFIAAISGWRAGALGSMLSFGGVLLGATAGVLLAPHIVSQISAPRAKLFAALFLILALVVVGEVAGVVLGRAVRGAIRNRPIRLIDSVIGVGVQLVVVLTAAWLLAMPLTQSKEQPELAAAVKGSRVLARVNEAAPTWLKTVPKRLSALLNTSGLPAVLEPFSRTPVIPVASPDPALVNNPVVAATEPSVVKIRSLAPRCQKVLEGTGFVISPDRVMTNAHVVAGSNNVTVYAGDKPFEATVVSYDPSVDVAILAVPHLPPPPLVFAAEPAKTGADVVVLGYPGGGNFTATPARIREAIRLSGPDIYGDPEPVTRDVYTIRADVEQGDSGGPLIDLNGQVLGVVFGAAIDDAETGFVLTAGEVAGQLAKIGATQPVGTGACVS
VHR inh abs: VHR1 phosphatase inhibitors, primary screen, biochemical, absorbance, uHTS; inhibition, % at 13.3 µM; Dual specificity protein phosphatase 3 (Homo sapiens), P51452; actives 0.52% (n = 290,000); recombinant VHR phosphatase, pNPP absorbance; AID 1654, 2009; in the data active = inhibition above about 50%; note: some compounds called inactive have numbers as strong as hits
Target sequence (P51452 whole entry, looked up): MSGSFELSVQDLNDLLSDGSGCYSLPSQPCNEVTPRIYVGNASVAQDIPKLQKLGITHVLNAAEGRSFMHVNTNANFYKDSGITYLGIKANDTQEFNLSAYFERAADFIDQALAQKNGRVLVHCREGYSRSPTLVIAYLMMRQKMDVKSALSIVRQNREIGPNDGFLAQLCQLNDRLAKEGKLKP
Active calls of the source: *. The list is partial; the hit share may differ from the screen's.

For c1ccc(-n2ncc3c(N4CCN(c5ccccn5)CC4)nc(N4CCCCC4)nc32)cc1 the results were VHR inh abs 13.
For O=P(O)(CCCCP(=O)(O)CCc1ccccc1)CCc1ccccc1 the results were VHR inh abs -42.
Screening COC(=O)c1ccc(-c2nc3ccccc3o2)cc1 returned VHR inh abs 17.
CCOC(=O)c1ccc(N2Cc3cc(C)c(C)cc3C2)cc1O was read as VHR inh abs 13.
`CCOC(=O)c1c2ccc(OCC(=O)N/N=C/c3ccccc3C(F)(F)F)cc2n2ccccc12` gave VHR inh abs 15.
`CN1CCN(S(=O)(=O)c2ccc(-c3ccc(S(=O)(=O)N4CCN(C)CC4)cc3)cc2)CC1` gave VHR inh abs -5.
For Cc1ccc(/C(O)=C2/C(=O)C(=O)N(CCCn3ccnc3)C2c2ccccn2)cc1 (configuration not stated) the results were VHR inh abs 33.
`O=C1c2oc3ccc(Cl)cc3c(=O)c2C(c2cccnc2)N1Cc1ccco1` (configuration not stated) gave VHR inh abs 2.
`COC(=O)C/C=C/[C@@H](C)[C@@H](/C=N/OC[C@H]1O[C@H](c2ccccc2)C=C[C@@H]1Oc1ccc(OC)cc1)NS(=O)(=O)c1ccc(C)cc1` gave VHR inh abs -11.
Screening O=C1c2ccccc2-c2onc3c(Oc4ccccc4)cc(O)c1c23 returned VHR inh abs -16.
CC(=O)Nc1cccc2c1[n+]([O-])c(C)c(C)[n+]2[O-] was read as VHR inh abs 4.
Cn1c(=O)c2c(nc(SCc3ccccn3)n2C)n(C)c1=O was read as VHR inh abs 15.
`Cc1ccc(C(=O)C2=C(O)C(=O)N(c3ncccn3)C2c2cccc(Cl)c2)o1` (configuration not stated) gave VHR inh abs 9.
`Cc1c2c(n3c(nc4ccccc43)c1C#N)N(c1ccccc1)CC2` gave VHR inh abs 5.
O=C(c1cnc2n(c1=O)CCS2)N1CCN(c2ccccc2Cl)CC1 was read as VHR inh abs 12.
Screening COc1ccc(C(=O)Cn2c(N3CCOCC3)nc3c2c(=O)n(C)c(=O)n3C)cc1 returned VHR inh abs 21.
O=C(CN1CCN(Cc2ccc3c(c2)OCO3)CC1)N1CCc2[nH]c3ccccc3c2C1 was read as VHR inh abs 32.
`COc1c(O)cc2c(c1O)C(=O)CC(c1ccccc1)O2` (configuration not stated) gave VHR inh abs 7.
CCc1nc(SCC(=O)N2CCN(c3ccccc3)CC2)c2c(=O)n(C)c(=O)n(C)c2n1 was read as VHR inh abs 16.
`Clc1cccc(-c2nn3c(COc4ccccc4)nnc3s2)c1` gave VHR inh abs 32.
Screening COC(=O)CSc1nnc2c(C)cc3cc4c(cc3n12)OCCO4 returned VHR inh abs 25.
`COC(=O)c1cc2c(=O)n3cccc(C)c3nc2n(Cc2cccnc2)c1=N` gave VHR inh abs 27.
Screening O=C(/C=C/c1cccc([N+](=O)[O-])c1)NC(=S)Nc1ccccc1C(=O)O returned VHR inh abs 6.
For Cc1ccc2cc(C(c3nnnn3C(C)(C)C)N3CCCC3)c(=O)[nH]c2c1C (configuration not stated) the results were VHR inh abs 8.
CCCCn1c(SCc2cc(=O)[nH]c3ccccc23)nc2c1c(=O)n(C)c(=O)n2C was read as VHR inh abs -5.
For CN1C=CC(=C2C(=O)c3ccccc3C2=O)C=C1 the results were VHR inh abs 19.
CC(C)Nc1nc(NC(C)C)nc(N(C#N)C(C)C(=O)N(C)C)n1 (configuration not stated) was read as VHR inh abs 20.
For Cc1ccc(C)c(SCC(=O)Nc2cc(C)nn2-c2ccc(F)cc2)c1 the results were VHR inh abs 32.
Screening Cc1cc(N2CCN(C(=O)c3ccco3)CC2)n2nc(C)c(-c3ccc(Cl)cc3)c2n1 returned VHR inh abs 36.
N#C/C(C(=O)c1ccccc1)=C1/SC=C(N)N1c1ccccc1 was read as VHR inh abs 7.

No new results follow: entries from further up.
For O=P(O)(CCCCP(=O)(O)CCc1ccccc1)CCc1ccccc1 the results were VHR inh abs -42.
Screening COC(=O)c1ccc(-c2nc3ccccc3o2)cc1 returned VHR inh abs 17.
CCOC(=O)c1ccc(N2Cc3cc(C)c(C)cc3C2)cc1O was read as VHR inh abs 13.
`CCOC(=O)c1c2ccc(OCC(=O)N/N=C/c3ccccc3C(F)(F)F)cc2n2ccccc12` gave VHR inh abs 15.
`CN1CCN(S(=O)(=O)c2ccc(-c3ccc(S(=O)(=O)N4CCN(C)CC4)cc3)cc2)CC1` gave VHR inh abs -5.
For Cc1ccc(/C(O)=C2/C(=O)C(=O)N(CCCn3ccnc3)C2c2ccccn2)cc1 (configuration not stated) the results were VHR inh abs 33.
`O=C1c2oc3ccc(Cl)cc3c(=O)c2C(c2cccnc2)N1Cc1ccco1` (configuration not stated) gave VHR inh abs 2.
`COC(=O)C/C=C/[C@@H](C)[C@@H](/C=N/OC[C@H]1O[C@H](c2ccccc2)C=C[C@@H]1Oc1ccc(OC)cc1)NS(=O)(=O)c1ccc(C)cc1` gave VHR inh abs -11.
Screening O=C1c2ccccc2-c2onc3c(Oc4ccccc4)cc(O)c1c23 returned VHR inh abs -16.
CC(=O)Nc1cccc2c1[n+]([O-])c(C)c(C)[n+]2[O-] was read as VHR inh abs 4.
Cn1c(=O)c2c(nc(SCc3ccccn3)n2C)n(C)c1=O was read as VHR inh abs 15.
`Cc1ccc(C(=O)C2=C(O)C(=O)N(c3ncccn3)C2c2cccc(Cl)c2)o1` (configuration not stated) gave VHR inh abs 9.
`Cc1c2c(n3c(nc4ccccc43)c1C#N)N(c1ccccc1)CC2` gave VHR inh abs 5.
O=C(c1cnc2n(c1=O)CCS2)N1CCN(c2ccccc2Cl)CC1 was read as VHR inh abs 12.
Screening COc1ccc(C(=O)Cn2c(N3CCOCC3)nc3c2c(=O)n(C)c(=O)n3C)cc1 returned VHR inh abs 21.
O=C(CN1CCN(Cc2ccc3c(c2)OCO3)CC1)N1CCc2[nH]c3ccccc3c2C1 was read as VHR inh abs 32.
`COc1c(O)cc2c(c1O)C(=O)CC(c1ccccc1)O2` (configuration not stated) gave VHR inh abs 7.
CCc1nc(SCC(=O)N2CCN(c3ccccc3)CC2)c2c(=O)n(C)c(=O)n(C)c2n1 was read as VHR inh abs 16.
`Clc1cccc(-c2nn3c(COc4ccccc4)nnc3s2)c1` gave VHR inh abs 32.
Screening COC(=O)CSc1nnc2c(C)cc3cc4c(cc3n12)OCCO4 returned VHR inh abs 25.

The results go on.
For Cc1ccc(/C=C2/SC(=S)N(CCC(=O)N3CCN(c4ccccc4)CC3)C2=O)cc1 the results were VHR inh abs -11.
Screening Cc1cc2nc(NC3=NCN(Cc4ccc5c(c4)OCO5)CN3)nc(C)c2cc1C returned VHR inh abs 21.
Screening Cc1ccc(C(=O)n2c(=S)nc3ccccn32)cc1 returned VHR inh abs 0.
`O=C(Nc1nc2cc3c(cc2s1)OCCO3)c1cccc(S(=O)(=O)N2CCOCC2)c1` gave VHR inh abs 49.
Screening Cc1cc(C)c2nc3s/c(=C/c4ccccc4)c(=O)n3c2c1 returned VHR inh abs -2.
C=CCN1C(=O)/C(=C2/C(=O)N(CC(=O)O)c3ccccc32)S/C1=N/c1nccs1 was read as VHR inh abs -1.
For CCOC(=O)C1=C(O)/C(=C\c2ccc(CNC(=O)C(=O)Nc3ccc(C)c(C)c3)o2)N=C1C the results were VHR inh abs -8.
Cc1ccc(C(=O)N[C@@H](C)CN2C3=NC[C@H](C)N3C[C@H]2Cc2ccc(O)cc2)cc1Br was read as VHR inh abs 26.
For COc1ccccc1NC(=O)CCN1CCN(CCC(=O)Nc2ccccc2OC)CC1 the results were VHR inh abs -14.
For Cc1nnc(Sc2nc3c(c(=O)[nH]c(=O)n3C)n2CCCc2ccccc2)s1 the results were VHR inh abs 21.
Cc1ccc(C)c(CSc2nc3ccncc3n2CC(=O)Nc2ccc(C)c(C)c2)c1 was read as VHR inh abs 0.
Screening CCOC(=O)c1[nH]c2cc(OC)c(OC)cc2c1NC(=O)CN1CCN(C)CC1 returned VHR inh abs 36.
For C#CCOCCOCCOCCNc1nc(N2CCN(C(=O)[C@H]([C@@H](C)CC)n3cc([C@@H](N)CC(C)C)nn3)CC2)nc(N2CCN(C(=O)[C@H](Cc3cc4ccccc4[nH]3)n3cc([C@@H](N)C(C)CC)nn3)CC2)n1 (some centres not stated) the results were VHR inh abs 26.
CCOC(=O)Cn1nnnc1C(CC)N(Cc1cc2c(C)cc(C)cc2[nH]c1=O)C1CCCC1 (configuration not stated) was read as VHR inh abs 4.
`CCOC(=O)c1cc2c(=O)n3cccc(C)c3nc2n(Cc2ccccc2Cl)c1=N` gave VHR inh abs 26.
`CCOC(=O)c1[nH]c2ccc(Br)cc2c1NC(=O)CCN1CCCCC1` gave VHR inh abs 8.
`CC1(C)S[C@@H]2[C@H](NC(=O)[C@H](C(=O)O)c3ccsc3)C(=O)N2[C@H]1C(=O)O` gave VHR inh abs 16.
CCOC(=O)c1cc2c(=O)n3cccc(C)c3nc2n(C)c1=N was read as VHR inh abs 17.
Screening CCCCCCN(C(=O)CCCCCN1C(=O)NC(c2ccc(-c3ccccc3)cc2)C(C(=O)OCc2ccccc2)=C1C)C(C(=O)NCCCC)c1ccc(O)c(C(=O)OC)c1 (configuration not stated) returned VHR inh abs 22.
Screening CCOC(=O)c1c(NC(=O)c2noc3c2CCCC3)sc(C)c1C returned VHR inh abs 7.
For O=C(NC1CCC(NC(=O)C2CCCO2)CC1)C1CCCO1 (configuration not stated) the results were VHR inh abs 18.
CC1(OC(=O)C2CCCC2)C(=O)C=C2C=C(c3ccsc3)N(CCN3CCOCC3)C=C2C1=O (configuration not stated) was read as VHR inh abs 19.
C=CCn1cnc2c(c1=O)c1nc3ccccc3nc1n2Cc1ccccc1 was read as VHR inh abs 12.
COc1ccc(C(=O)N=c2c(C#N)cc3c(=O)n4cccc(C)c4nc3n2Cc2ccco2)cc1 was read as VHR inh abs -4.
Screening Cc1c(-c2ccccc2)oc2nc3c(c(=O)n(C)c(=O)n3C)n12 returned VHR inh abs 18.
COC(=O)CCC(=O)OC1(C)C(=O)C=C2C=C(C3CC3)N(CC(C)C)C=C2C1=O (configuration not stated) was read as VHR inh abs 0.
`O=C1NCCCC1C(=O)N1CCN(C(=O)C2CCCNC2=O)CC1` (configuration not stated) gave VHR inh abs -4.
Cn1c(=O)n(CCN2CCOCC2)c(=O)c2c1nc1n2CCCN1c1ccccc1 was read as VHR inh abs 0.
Screening COc1ccc(-n2nc3cc(C)c(NC(=O)C(C)C)cc3n2)cc1 returned VHR inh abs 26.
For COc1cc(-c2nn3c(-c4ccco4)nnc3s2)cc(OC)c1OC the results were VHR inh abs 32.

Sorted by length of the SMILES (low to high): three of the compounds above
For O=C(NC1CCC(NC(=O)C2CCCO2)CC1)C1CCCO1 (configuration not stated) the results were VHR inh abs 18.
`O=C1NCCCC1C(=O)N1CCN(C(=O)C2CCCNC2=O)CC1` (configuration not stated) gave VHR inh abs -4.
Screening Cc1c(-c2ccccc2)oc2nc3c(c(=O)n(C)c(=O)n3C)n12 returned VHR inh abs 18.

Further results
`NC(=O)CS(=O)C(c1ccccc1)c1ccccc1` (configuration not stated) gave VHR inh abs 21.
For CCn1c(=O)c(C2=NS(=O)(=O)c3ccccc3N2)c(O)c2ccccc21 the results were VHR inh abs -6.
CCOc1[nH]n(-c2ccc(Cl)cc2)c(=O)c1C=Nc1ccc(C)cc1 was read as VHR inh abs 4.
O=C1CC(=O)c2c1cccc2[N+](=O)[O-] was read as VHR inh abs -5.
Screening CCn1c(=N)c(C(=O)OC)cc2c(=O)n3ccccc3nc21 returned VHR inh abs -8.
`O=S(=O)(c1ccc(S(=O)(=O)N2CCN(Cc3ccccc3)CC2)cc1)N1CCOCC1` gave VHR inh abs 10.
O=C(O)CNC1=NCCC1 was read as VHR inh abs 10.
For Cn1c(=O)[nH]c(=O)c2c1nc(Br)n2CCCc1ccccc1 the results were VHR inh abs -6.
`Cc1cc(C(F)(F)F)n(-c2nc(C(=O)Nc3ccccc3Oc3ccccc3)cs2)n1` gave VHR inh abs 11.
CCN(C(=O)c1ccc2c(Cl)c3c(nc2c1)CCC3)c1cccc(C)c1 was read as VHR inh abs 15.
For Cc1ccc(S(=O)(=O)N2CCCCC2)cc1C(=O)Nc1ncn[nH]1 the results were VHR inh abs -28.
For O=C(CN1CCSCC1)N1CCc2[nH]c3ccc(Br)cc3c2C1 the results were VHR inh abs -4.
For CCN1C(=O)/C(=C2\SC(=S)N(CC3CCCO3)C2=O)c2ccccc21 (configuration not stated) the results were VHR inh abs -12.
Screening C#CCOCCOCCOCCNc1nc(OC)nc(N2CCN(C(=O)[C@H](CCCCN)n3cc(C(N)CO)nn3)CC2)n1 (some centres not stated) returned VHR inh abs 15.
Screening COc1nc(-c2ccccc2)ccc1-c1noc(-c2ccc(F)cc2)n1 returned VHR inh abs 0.
For CCOC(=O)Cc1csc(NC(=O)c2c(O)c3ccccc3n(C)c2=O)n1 the results were VHR inh abs 6.
O=C(CSc1nnc(-c2ccc(Cl)cc2)o1)N1CCN(c2ccccc2)CC1 was read as VHR inh abs -1.
Screening Cc1ccc2c(c1)[nH]c1c(N3CCN(Cc4ccc5c(c4)OCO5)CC3)ncnc12 returned VHR inh abs 12.
Cc1cc(C)nc(-n2nc(C)cc2NC(=O)c2cc(=O)c3ccccc3o2)n1 was read as VHR inh abs 40.
COc1ccc(C2CC(=O)C(C=NCCN3CCNCC3)=C(O)C2)cc1OC (configuration not stated) was read as VHR inh abs 19.
Screening O=C(c1ccc(N2CCCCCC2)c([N+](=O)[O-])c1)N1CCc2ccccc21 returned Rv3671c protease -6 and VHR inh abs -13.
`CC1CCN(S(=O)(=O)c2ccc(NN=C(C#N)C#N)cc2)CC1` gave Rv3671c protease -36 and VHR inh abs 15.
Screening Cc1ccsc1/C=C1/SC(N2CCOCC2)=NC1=O returned Rv3671c protease -17 and VHR inh abs 21.
Screening COc1ccc(/C=C2\Sc3ccc(C(=O)N4CCc5ccccc5C4)cc3N(C)C2=O)cc1 returned Rv3671c protease -19 and VHR inh abs 8.
COC(=O)N1CCN(c2ccc(C)c(C)c2)CC1 was read as Rv3671c protease 5 and VHR inh abs 35.
